# Compound activity from PubChem BioAssay.
# NCOA3 inh = inhibits human SRC3 coactivator; Q9Y6Q9; HEK293 GAL4-SRC3 luciferase reporter, luminescence; inhibition, % at 3.6 µM; 360,000 compounds, 0.17% hits; AID 588352;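 active = inhibition above a per-campaign cutoff, the mean of all compounds plus 3 SD, cut at about 60% in these data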;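 also: 0% = DMSO-treated cells and 100% = gossypol-treated cells at 36 µM; higher means less SRC3-driven luciferase light from the GAL4 reporter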
# TWEAK Fn14 block = blocks TWEAK-Fn14 interaction in a reporter cell assay. TWEAK-stimulated Fn14 reporter cells, luciferase luminescence, 8 h. inhibition, % at 10 µM. 360,000 compounds, 2% hits. AID 1159606; in the data active = inhibition above about 50%
# SRC2 inh = inhibits human steroid receptor coactivator 2; HEK293 GAL4-SRC2 luciferase reporter, luminescence; inhibition, % at 9 µM; 370,000 compounds, 0.17% hits; Q15596;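 active = inhibition above the mean inhibition of all tested compounds plus 3 SD, set per campaign, cut at about 52% in these data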;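 also: 0% = DMSO treated cells and 100% = cells given Gossypol at 36 µM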
# Target sequence (Q15596 whole entry, looked up, the tested form may be a part): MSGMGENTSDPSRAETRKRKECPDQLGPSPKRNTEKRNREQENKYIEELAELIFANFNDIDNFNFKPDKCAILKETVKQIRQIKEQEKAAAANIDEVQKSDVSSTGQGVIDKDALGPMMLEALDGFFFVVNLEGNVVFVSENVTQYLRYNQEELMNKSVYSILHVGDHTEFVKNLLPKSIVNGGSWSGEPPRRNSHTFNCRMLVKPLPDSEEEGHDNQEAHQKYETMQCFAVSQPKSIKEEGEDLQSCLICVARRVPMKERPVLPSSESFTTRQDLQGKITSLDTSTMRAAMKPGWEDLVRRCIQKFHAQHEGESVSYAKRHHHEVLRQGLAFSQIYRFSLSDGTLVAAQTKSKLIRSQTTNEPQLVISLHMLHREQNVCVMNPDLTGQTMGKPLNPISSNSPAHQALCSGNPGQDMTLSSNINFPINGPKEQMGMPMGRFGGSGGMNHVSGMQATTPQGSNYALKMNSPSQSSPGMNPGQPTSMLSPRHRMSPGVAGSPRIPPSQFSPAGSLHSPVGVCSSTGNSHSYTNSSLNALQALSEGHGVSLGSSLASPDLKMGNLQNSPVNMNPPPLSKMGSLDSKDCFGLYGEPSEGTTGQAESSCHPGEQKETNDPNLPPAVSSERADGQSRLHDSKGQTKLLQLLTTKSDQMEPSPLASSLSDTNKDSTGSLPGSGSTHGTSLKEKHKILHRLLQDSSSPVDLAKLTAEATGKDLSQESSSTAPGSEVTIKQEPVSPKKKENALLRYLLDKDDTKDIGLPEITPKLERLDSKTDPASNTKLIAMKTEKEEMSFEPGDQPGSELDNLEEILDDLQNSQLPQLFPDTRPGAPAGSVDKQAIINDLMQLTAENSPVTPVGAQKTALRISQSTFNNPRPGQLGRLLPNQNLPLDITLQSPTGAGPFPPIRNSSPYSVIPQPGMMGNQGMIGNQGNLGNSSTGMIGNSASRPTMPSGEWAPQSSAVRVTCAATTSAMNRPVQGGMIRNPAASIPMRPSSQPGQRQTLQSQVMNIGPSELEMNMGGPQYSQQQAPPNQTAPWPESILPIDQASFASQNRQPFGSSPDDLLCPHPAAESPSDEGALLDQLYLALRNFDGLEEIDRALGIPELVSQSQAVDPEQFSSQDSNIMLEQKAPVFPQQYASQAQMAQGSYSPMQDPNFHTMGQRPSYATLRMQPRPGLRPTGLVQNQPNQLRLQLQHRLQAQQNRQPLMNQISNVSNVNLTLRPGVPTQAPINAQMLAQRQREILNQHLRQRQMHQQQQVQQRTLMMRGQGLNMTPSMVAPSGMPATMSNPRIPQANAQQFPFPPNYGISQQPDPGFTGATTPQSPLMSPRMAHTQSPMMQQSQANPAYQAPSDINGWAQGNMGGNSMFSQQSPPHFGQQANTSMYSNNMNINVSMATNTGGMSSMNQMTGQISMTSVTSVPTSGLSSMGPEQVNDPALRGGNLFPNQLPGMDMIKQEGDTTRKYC
# TROY signal inh = blocks TROY-dependent signaling in reporter cells; Q293 LMP1-TROYcd NF-kB luciferase reporter, 4 h; inhibition, % at 10 µM; 360,000 compounds, 0.98% hits;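 active = compounds whose plate-normalised and pattern-corrected inhibition of the luciferase reporter signal at the single screening dose is 50% or more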
# TRAIL sens C8 = caspase-8 TRAIL sensitization; AID 624354; inhibition (viability loss, TRAIL sensitization), % at 10 µM; NB7+C8 cells + TRAIL, ATPlite viability luminescence; 360,000 compounds, 1% hits;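 active = compounds causing at least 50% loss of cell viability in the single-dose screen, relative to plate controls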
# LRH-1 inv ag = NR5A2 inverse agonism in reporter assay | inhibition, % at 3.6 µM | 360,000 compounds, 0.13% hits | AID 602396 | HEK293T StAR-luciferase reporter, LRH-1 transfected, 24 h;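 active = inhibition above the mean inhibition of all tested compounds plus 3 SD, cut at about 73% in these data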;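 also: 0% = DMSO wells and 100% = reporter-only cells lacking LRH-1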
# KKLEB cytotox = counter-screen for CF NF-kB inhibitors: cytotoxicity; KKLEB CF airway cells viability, ATPlite luminescence, overnight; hits give low values; cells stimulated with P. aeruginosa culture filtrate; activity change (cytotoxicity), % at 5 µM; 360,000 compounds, 0.36% hits; AID 602141;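 active = corrected activity change at or below -50% at 5 µM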
# LMP1 NFkB inh = Epstein-Barr LMP1 NF-kappaB reporter inhibition. LMP1-induced NF-kappaB luciferase reporter cells, luminescence. inhibition, % at 12.5 µM. 350,000 compounds, 0.69% hits; in the data active = inhibition above about 41%;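 also: 0% = neutral control wells and 100% = reference inhibitor control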
# SRC1 inh = inhibits human SRC1 coactivator | HEK293 GAL4-SRC1 luciferase reporter, luminescence | inhibition, % at 3.6 µM | 360,000 compounds, 0.12% hits | AID 588354;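 active = inhibition above the campaign mean plus 3 SD, with each screening campaign given its own cutoff, cut at about 60% in these data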;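 also: 0% = DMSO treated cells and 100% = gossypol at 36 µM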
# CF NFkB inh = cystic fibrosis NF-kB activation inhibition; KKLEB NF-kB-GFP reporter, PAF-induced, GFP fluorescence overnight; inhibition, % at 5 µM; 360,000 compounds, 0.86% hits; AID 588850;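 active = at least 50% inhibition at 5 µM, scaled per plate between neutral and stimulator controls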;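 also: PAF is a Pseudomonas aeruginosa culture filtrate used as stimulus; plate controls were PAF-stimulated DMSO wells for no effect and unstimulated DMSO wells for full effect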
# COUP-TFII inh = NR2F2 (human) inhibition, primary screen. P24468. HEK293T NGFI-A luciferase reporter, luminescence. inhibition, % at 8.6 µM. 370,000 compounds, 0.7% hits. AID 686940;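 active = inhibition above a per-plate cutoff, mean inhibition of test wells between control levels plus 3 SD, cut at about 38% in these data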;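 also: cells cotransfected with COUP-TFII expression vector driving the NGFI-A reporter; 0% = median of COUP-TF2 test wells and 100% = reporter-only cells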
# * = called active by the depositor; / = not tested or not shown.
SMILES,NCOA3 inh,TWEAK Fn14 block,SRC2 inh,TROY signal inh,TRAIL sens C8,LRH-1 inv ag,KKLEB cytotox,LMP1 NFkB inh,SRC1 inh,CF NFkB inh,COUP-TFII inh
O=C(O)c1ccc(S(=O)(=O)c2ccccc2C(=O)O)c([N+](=O)[O-])c1,-9,4,-1,3,6,-1,-9,6,7,5,-13
COc1ccccc1N1CCN(CC(=O)c2c(C)[nH]c3cc(C)ccc23)CC1,6,10,9,20,-4,-8,4,22,-20,-18,15
Cc1ccc(S(=O)(=O)Nc2ccccc2-c2ccccc2NS(=O)(=O)c2ccc(C)cc2)cc1,9,-1,12,52*,0,-13,14,6,2,31,-26
COc1ccc(CCNC(=O)C(=O)c2cn(CC(=O)N3CCOCC3)c3ccccc23)cc1,-2,-5,-34,4,2,-10,-6,-1,10,-15,-21
COc1ccc(S(=O)(=O)N(CC(=O)NC2CC2)C2CCCCC2)cc1Cl,-17,6,11,-8,5,9,0,3,11,7,18
CCN(C(=O)CSc1nc2ccc(C)cc2[nH]1)C1CCS(=O)(=O)C1 (stereo unspecified),11,4,13,-6,-10,12,11,-3,1,13,0
COC(=O)CCCCCN1C(=O)NC(c2ccccc2)C(C(=O)OCc2ccccc2)=C1C (stereo unspecified),-5,18,-10,-10,9,7,-23,16,0,16,0
CC(CN1C(C)CCCC1C)OC(=O)c1ccc(Cl)cc1 (stereo unspecified),-2,-16,-1,2,4,7,-7,0,-1,-6,-3
CCOc1ccc(S(=O)(=O)Nc2ccc(C(=O)NCCCN3CCCC3=O)cc2)cc1,13,6,-2,-4,0,-3,15,4,4,-34,-5
CCN(c1nc(C)cc(OC)n1)S(=O)(=O)c1ccccc1,11,-10,4,13,-10,9,-7,10,4,-6,-12
CCOC(=O)C1=C(COC(=O)/C=C/c2cccc(OC)c2OC)NC(=O)NC1C (stereo unspecified),-9,-5,-18,-13,1,-12,-4,7,-15,14,5
O=c1oc(Cc2ccccc2)nc2ccccc12,-47,0,-12,-24,2,-22,0,-6,-6,-14,3
COCc1cc(=O)[nH]c(-c2csc(C)n2)n1,10,-6,-42,-8,-1,13,-15,1,-7,-9,-5
COc1cccc(OC)c1C(=O)NNS(=O)(=O)c1ccc2ccccc2c1,-12,4,-45,5,-13,6,16,-9,-10,-11,3
COc1cc(C2C(C(=O)c3ccc(C)o3)=C(O)C(=O)N2CCCn2ccnc2)cc(OC)c1OC (stereo unspecified),19,4,/,-18,-5,0,-2,4,21,4,/
O=C(Nc1cc(S(=O)(=O)N2CCOCC2)ccc1N1CCCCC1)c1ccccc1Br,0,3,-13,-8,2,2,-6,-1,-8,0,6
Cc1ccc(NC(=O)c2cc3ccccc3oc2=N)cc1,-63,98*,-70,38,49,-67,-16,50*,-151,-20,-42
COCCNC(=O)C1(C)CCCN(Cc2ccc(OCc3ccccc3)cc2)C1 (stereo unspecified),-10,18,3,10,6,2,-6,/,9,1,-2
CN(C)CCCN(C(=O)c1ccc(S(=O)(=O)N2CCOCC2)cc1)c1nc2ccc(F)cc2s1,3,9,-7,-34,0,-11,16,0,1,-10,-19
Cc1ccc(C(=O)Nc2ccccc2C(=O)Nc2ccccn2)cc1Cl,-10,-5,9,-35,9,7,-22,-6,-3,6,14
Cc1cccc(NC(=O)CCN2CCC(C)CC2)c1,-8,10,1,0,0,-1,-2,-22,-3,1,-25
Cc1cc(C(=O)CSc2n[nH]c(N)n2)c(C)n1-c1ccccc1,-100,12,-49,-58,36,-92,2,-18,-90,5,-22
COc1cc(C(=S)N2CCOCC2)ccc1OC(=O)c1ccccc1[N+](=O)[O-],0,0,5,20,3,0,-7,3,9,0,1
Cc1c2ccncc2cc2c1[nH]c1ccccc12,47,43,-10,15,9,-15,-46,-24,43,55*,10
CCC(C)[C@H](NC(=O)Nc1cccc(Br)c1)C(=O)OC (stereo partly specified),20,13,-13,-17,-5,-11,4,2,12,-10,1
O=C(CCNc1n[nH]c(=O)[nH]c1=O)N/N=C/c1ccc(C(F)(F)F)cc1,17,0,3,-25,7,-23,4,-6,2,-12,-22
CCOCCCNC(=O)C1CCN(c2cc(C)nc3c(-c4ccc(OC)c(OC)c4)c(C)nn23)CC1,-2,6,-29,14,-12,4,-13,8,-39,-2,0
COc1cccc(CNC(=O)[C@@H]2CCCN2C(=O)[C@@H]2CCCN2C(=O)c2cccc(Cl)c2)c1,/,13,31,8,-3,-1,/,/,/,/,1
COC1CCCN(C(=O)c2cccc(OC3CCN(S(C)(=O)=O)CC3)c2)C1 (stereo unspecified),-1,5,-10,-13,-5,-9,-4,4,-17,2,-44
Cc1nnsc1C(=O)NNc1ccc(C(C)(C)C)cc1,-2,-6,-6,-3,10,3,0,-23,-2,9,16
COc1cccc(C(=O)NCC2CCCN(C(=O)Cc3cccc(C)c3)C2)c1OC (stereo unspecified),-5,1,-48,-12,3,-34,-8,0,16,9,-6
Cc1cc(C)c(C(=O)N2CCCC(CNS(=O)(=O)N(C)C)C2)o1 (stereo unspecified),-16,10,13,-24,-7,3,0,-11,-148,-3,10
CC(C)NC(=O)c1cc(-c2ccc(F)cc2OC(C)C)n[nH]1,-6,-3,-47,1,-5,0,13,/,5,-16,-1
Cc1cccc(NC(=O)CNC(=O)CSc2nnc(C(F)(F)F)n2C)c1C,-2,9,10,2,4,-17,-6,34,-14,-2,-2
COc1ccc(-c2cn(-c3ccc(C)cc3C)c(=S)[nH]2)cc1OC,1,11,-9,4,-5,19,18,8,-1,-17,5
COc1ccc(CCNC(=O)/C(C#N)=C2\N=C(NC(=O)c3cccs3)c3ccccc32)cc1,15,-15,-3,-1,14,-7,0,-8,2,-24,12
CC(C)(C)OC(=O)NCCc1onc(-c2cccc([N+](=O)[O-])c2)c1C(=O)O,19,13,-29,-7,-4,16,5,7,2,5,-8
C/C(CC(=O)Nc1cccc(Cl)c1C)=N\NC(=O)Cc1csc(N)n1,-7,-4,-3,-7,-7,-8,-5,-7,-13,1,-5
Cc1cccc(C)c1OCCOC(=O)c1cccc(S(=O)(=O)N2CCOCC2)c1,1,-8,-17,11,6,0,-4,-5,-1,-1,0
O=c1c2ccccc2nc2n1C(CSCc1cccc(C(F)(F)F)c1)CS2 (stereo unspecified),23,38,2,20,12,21,-6,12,12,-6,32
O=c1oc2ccccc2n1Cc1cccc(Cl)c1,4,-1,11,-22,-14,14,-9,3,-2,16,-4
CCc1ccc(C(=O)COC(=O)c2cccnc2Cl)cc1,1,-11,-28,-20,-4,-18,-4,-8,-31,1,0
O=C(O)CC(C(=O)OC1CCCCC1)N1CCOCC1 (stereo unspecified),-3,-3,/,6,-5,-15,-1,0,-9,-10,/
COc1cc2cc(C(c3nnnn3C3CCCC3)N3CCCCCC3)c(=O)[nH]c2cc1OC (stereo unspecified),-1,16,20,12,-16,18,4,1,0,-5,-12
Cc1cccc(CS(=O)(=O)Cc2ccc(C(=O)NCc3ccccc3)o2)c1,18,2,19,6,-5,-6,5,-3,10,-10,19
O=C(O)c1ccc(-n2c(O)c(C=C3N=c4ccccc4=N3)sc2=S)cc1,18,54*,6,-7,9,-7,0,-7,2,17,0
CS(=O)(=O)c1nc(S(=O)(=O)c2ccc(Cl)cc2)c(N2CCC(C(N)=O)CC2)s1,-10,14,8,-2,8,8,19,2,-30,5,3
Cc1cc(-c2nc(C)c(C(=O)NNS(=O)(=O)c3ccc(Cl)cc3Cl)s2)no1,31,-11,5,7,-4,-3,4,1,10,-5,9
CCOC(=O)c1ccccc1NC(=S)N1CCCCC1,15,12,7,-6,-5,8,-4,2,6,-3,10
CCc1ccc(NC(=O)NCc2ccc3c(c2)OCO3)cc1,-6,-8,-41,-17,3,7,-12,-7,8,12,2
C/C(CC(=O)Nc1ccc(C)c(Cl)c1)=N\NC(=O)c1ccncc1,17,1,12,18,-5,7,-2,-2,-19,2,11
O=C(CSc1nnc(-c2ccc(OC(F)F)cc2)o1)N1CCOCC1,-54,2,-17,-63,5,-36,4,1,-56,8,-29
Cc1cccc(C(=O)OCC(=O)N2CCCCCC2)c1,-31,-22,-30,-29,-10,-41,-1,-7,-28,-14,-20
CCOc1ccc2[nH]cc(-c3csc(N)n3)c2c1,-4,-24,5,0,-16,9,-6,3,-14,-11,14
Cc1cc(C)cc(NC(=S)N(CCN(C)C)C(C)c2cccnc2)c1 (stereo unspecified),12,-9,-21,-7,4,5,-6,10,-17,-4,-10
COc1ccc(C(=O)/C=C/c2cc(C(=O)O)cc3c2OCOC3)c(O)c1,13,-26,-28,-1,21,-1,11,-12,11,41,6
COC(=O)CN(c1ccc(C)cc1)S(=O)(=O)c1ccc(F)cc1,6,-18,-8,5,-4,3,11,-5,-2,3,13
COc1ccc(-c2cc(=O)oc3cc(OCC(=O)N4CCOCC4)ccc23)cc1,1,15,-5,-31,-7,24,8,5,6,6,-4
CC(=O)N1CCC2(CC1)C/C(=N\NC(=S)Nc1ccc(C)cc1)c1cc(O)ccc1O2,6,-16,22,14,4,13,-13,-6,-8,4,-3
Cc1noc(C)c1CSc1ccccc1C(=O)OC(C)C(N)=O (stereo unspecified),-5,11,-3,10,3,13,11,1,5,-9,-2

# LMP1 NFkB inh, entries above that show a hit.
SMILES	NCOA3 inh	TWEAK Fn14 block	SRC2 inh	LRH-1 inv ag	LMP1 NFkB inh	SRC1 inh	CF NFkB inh	COUP-TFII inh
Cc1ccc(NC(=O)c2cc3ccccc3oc2=N)cc1	-63	98*	-70	-67	50*	-151	-20	-42

# Carrying on.
SMILES,NCOA3 inh,TWEAK Fn14 block,SRC2 inh,TROY signal inh,TRAIL sens C8,LRH-1 inv ag,KKLEB cytotox,LMP1 NFkB inh,SRC1 inh,CF NFkB inh,COUP-TFII inh
Cc1ccc(C(CC(=O)O)NC(=O)CN2C(=O)c3ccccc3C2=O)cc1 (stereo unspecified),8,21,7,-1,-11,-9,4,-7,12,7,-3
COc1ccccc1Nc1c([N+](=O)[O-])cc(C)cc1[N+](=O)[O-],19,-2,1,13,-2,14,-28,5,11,9,1
COC(=O)c1c(NC(=O)c2cccnc2Cl)sc(C(=O)N(C)C)c1C,11,-24,10,10,-3,8,-11,6,-17,15,-2
C[C@@H]1C(=O)O[C@@H]2CC34[C@H]5C[C@@H](C(C)(C)C)C36[C@H](OC(=O)[C@@H]6O)OC4(C(=O)O5)[C@@]12O (stereo partly specified),1,18,13,10,-20,-24,4,4,-4,-40,3
CCC(=O)Nc1nnc(-c2ccc(Cl)s2)o1,-4,-7,-30,-4,-5,0,7,-11,-13,-10,7
Cc1nn(-c2ccccc2)c(N2CCCCC2)c1/C=N/NC(=O)c1ccncc1,-3,4,-10,-3,-8,14,-13,6,-3,14,-1
COc1ccc(CCN(C)C(=O)CCNS(=O)(=O)c2ccccc2C(F)(F)F)cc1OC,2,1,-26,-1,-24,4,-1,-3,-36,-5,-50

# Part of the list above, with bars between the fields:
Molecule | NCOA3 inh | TWEAK Fn14 block | SRC2 inh | TROY signal inh | TRAIL sens C8 | LRH-1 inv ag | KKLEB cytotox | LMP1 NFkB inh | SRC1 inh | CF NFkB inh | COUP-TFII inh
CC(C)(C)OC(=O)NCCc1onc(-c2cccc([N+](=O)[O-])c2)c1C(=O)O | 19 | 13 | -29 | -7 | -4 | 16 | 5 | 7 | 2 | 5 | -8
CCOc1ccc(S(=O)(=O)Nc2ccc(C(=O)NCCCN3CCCC3=O)cc2)cc1 | 13 | 6 | -2 | -4 | 0 | -3 | 15 | 4 | 4 | -34 | -5
